High-throughput results: PubChem, several laboratories
ABCG2 block: ABCG2 efflux pump inhibitors, primary screen, multiplex with ABCB1, IgMXP3 cells, flow cytometry; Broad substrate specificity ATP-binding cassette transporter ABCG2 (Homo sapiens), Q9UNQ0; JC-1 efflux; inhibition, % at 6.6 µM; actives 0.1% (n = 190,000); AID 1325, 2008;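 active means inhibition above 80%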;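 further: 0% = DMSO and 100% = nicardipine control wells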
Target sequence (Q9UNQ0 whole entry, looked up): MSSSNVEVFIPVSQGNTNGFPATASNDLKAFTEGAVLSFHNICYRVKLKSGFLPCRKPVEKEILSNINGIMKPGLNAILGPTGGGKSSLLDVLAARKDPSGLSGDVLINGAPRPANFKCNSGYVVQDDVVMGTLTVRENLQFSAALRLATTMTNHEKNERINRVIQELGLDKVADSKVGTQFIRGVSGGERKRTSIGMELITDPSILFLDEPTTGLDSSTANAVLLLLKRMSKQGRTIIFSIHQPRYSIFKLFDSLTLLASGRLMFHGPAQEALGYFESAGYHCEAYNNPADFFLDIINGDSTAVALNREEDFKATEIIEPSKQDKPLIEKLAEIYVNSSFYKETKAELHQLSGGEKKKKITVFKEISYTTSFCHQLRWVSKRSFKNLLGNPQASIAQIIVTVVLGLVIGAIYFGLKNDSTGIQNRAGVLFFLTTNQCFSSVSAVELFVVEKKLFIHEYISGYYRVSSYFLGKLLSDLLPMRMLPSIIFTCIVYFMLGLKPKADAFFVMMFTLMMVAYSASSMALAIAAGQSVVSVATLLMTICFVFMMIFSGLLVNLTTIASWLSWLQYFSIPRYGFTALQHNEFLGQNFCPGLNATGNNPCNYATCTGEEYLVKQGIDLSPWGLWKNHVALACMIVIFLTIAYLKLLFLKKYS
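test system = two drug-resistant human cell lines, ABCG2 and ABCB1 | amount = 3 million cells/mL final, two lines in 1:1 ratio | reagent = JC-1 transporter substrate | doses = one concentration, 6.6 µM final | incubation = 10 min at 25 °C | signal = flow cytometric JC-1 green MFI at 530 nm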
Avidin fluor: green autofluorescence of compounds with avidin beads – biophysical, 488/530 nm, flow cytometry, artefact control, profiling panel | AID 1775, 2009 | actives 0.38% (n = 220,000) | fluorescence (KMESF) at 10 µM | compound fluorescence 488/530 nm; active compounds read high; in the data active means fluorescence above about 47; further: inactives centre near 10
Rac1 mut GTP: GTP binding modulators of activated mutant Rac1, primary screen, biochemical, bead-based flow cytometry, multiplex, fluorescent GTP | actives 0.11% (n = 190,000) | AID 764, 2007 | Ras-related C3 botulinum toxin substrate 1 (Homo sapiens), P63000 | GST-Rac1 activated beads; actives lie on both sides; 100% means binding = to untreated wells | percent activity (GTP binding), % at 10 µM;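 active means GTP binding at least 20 percentage points away from the 100% baseline, in either direction, so actives lie on both sides; inconclusive means Compound likely fluorescent itself, or too few beads counted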
Pf gametocyte: late stage P. falciparum gametocyte viability inhibitors, primary screen, ATP luminescence, HTS | inhibition, % at 10.9 µM | actives 0.065% (n = 150,000) | P. falciparum stage V gametocytes, 24 h | AID 743093, 2013;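 active means inhibition above the mean plus 3 SD of compounds within the control limits, set per campaign, cut at about 38% in these data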;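 further: 0% = DMSO wells and 100% = medium only without gametocytes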
GSH bead fluor: compound fluorescence on glutathione beads, profiling panel, artefact control, biophysical, 488/530 nm, flow cytometry; actives 0.25% (n = 190,000); fluorescence (KMESF) at 10 µM; AID 1776, 2009; GSH beads flow cytometry, compound fluorescence 488/530 nm; active compounds read high; in the data active means fluorescence above about 89;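 further: glutathione beads carrying GST-tagged Bcl family fusion proteins plus one bare bead set; values are compound well signal with DMSO vehicle wells as background; inactives centre near 16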
Rab7 wt GTP bind: modulators of GTP binding to Rab7, primary screen, biochemical, wildtype, multiplex bead flow cytometry; Rab7 GTPase wild type (dog), Bodipy-FL-GTP binding; GST-Rab7 beads, fluorescent GTP binding; actives lie on both sides; untreated = 100%, excess cold GTP = 0%; GTP binding activity (percent of control), % at 10 µM; actives 0.055% (n = 190,000); AID 758, 2007;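 active means fluorescent GTP binding to Rab7 beads changed by at least 20 points from the 100% baseline, either direction, mostly lower; inconclusive means compound itself probably fluorescent, or too few beads counted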;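 further: median green fluorescence of bound Bodipy-FL-GTP per Rab7 bead population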
ABCB1 block: ABCB1 efflux pump inhibitors, primary screen, cell-based, multiplex, flow cytometry, ABCG2 counter-screen; ATP-dependent translocase ABCB1 (Homo sapiens), P08183; CCRF-Adr cells, JC-1 efflux; inhibition, % at 6.6 µM; actives 0.067% (n = 190,000); AID 1326, 2008; in the data active means inhibition above about 40%;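 further: 0% = vehicle and 100% = reference inhibitor; higher value means more JC-1 retained so stronger ABCB1 efflux block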
Rac1 wt modul: wildtype Rac1 GTP binding modulators, primary screen, biochemical, GST-Rac1 beads, flow cytometry, multiplex; GTP binding activity (% of control), % at 10 µM; Ras-related C3 botulinum toxin substrate 1 (Homo sapiens), P63000; AID 757, 2007; actives 0.27% (n = 190,000); fluorescent GTP binding; actives lie on both sides; 0 = cold GTP competed, 100 = untreated;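 active means GTP binding activity at least 20 points away from the 100% control level, either lower or higher; inconclusive means compound flagged as likely green fluorescent, judged across all proteins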
Cdc42 wt GTP: modulators of GTP binding to wildtype Cdc42, primary screen, biochemical, multiplex bead flow cytometry, Bodipy-GTP | GST-Cdc42 beads; actives lie on both sides | percent activity (GTP binding), % at 10 µM | actives 0.2% (n = 190,000);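 active means percent activity GTP binding at least 20 points away from the 100% baseline, either down as inhibitor or up as activator; inconclusive means compound flagged as likely green fluorescent from well-wide comparison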;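 further: median bead fluorescence of bound Bodipy-FL-GTP at 100 nM; 0% = excess unlabeled GTP control and 100% = no compound control; below 100% means less GTP binding so inhibitor and above means activator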
Target sequence (P60953 whole entry, looked up): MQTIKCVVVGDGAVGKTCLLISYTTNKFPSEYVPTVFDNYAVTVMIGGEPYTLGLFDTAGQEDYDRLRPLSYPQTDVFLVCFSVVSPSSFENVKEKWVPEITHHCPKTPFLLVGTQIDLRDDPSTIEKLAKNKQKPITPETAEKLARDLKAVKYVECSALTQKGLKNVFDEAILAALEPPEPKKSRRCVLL
HRas wt GTP: modulators of GTP binding to HRas wildtype, primary screen, biochemical, bead-based flow cytometry, multiplex | GTP binding activity, % at 10 µM | actives 0.14% (n = 190,000) | GST-Ras wt beads, Bodipy-FL-GTP binding; actives lie on both sides | GTPase HRas (Homo sapiens), P01112 | AID 759, 2007;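 active means GTP binding activity at least 20% away from the 100% baseline, either lowered as inhibitor or raised as activator; inconclusive means flagged as likely green fluorescent, judged across all proteins in the well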;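 further: 0% = unlabeled GTP competition control and 100% = no-compound control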
Target sequence (P01112 whole entry, looked up): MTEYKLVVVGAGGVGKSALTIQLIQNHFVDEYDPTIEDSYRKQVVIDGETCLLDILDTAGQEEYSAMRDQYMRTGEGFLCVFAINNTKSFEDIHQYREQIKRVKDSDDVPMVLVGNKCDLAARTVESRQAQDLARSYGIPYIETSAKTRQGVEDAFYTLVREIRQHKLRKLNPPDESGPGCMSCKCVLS
Rab2 wt GTP: modulators of GTP binding to Rab2A wildtype, primary screen, biochemical, dog, bead-based flow cytometry, multiplex | Ras-related protein Rab-2A (Canis lupus familiaris), P61105 | GTP binding activity, % at 10 µM | actives 0.19% (n = 190,000) | GST-Rab2 wt beads, Bodipy-GTP binding;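 active means GTP binding activity at least 20 points away from 100%, either lowered or raised; inconclusive means signal likely due to the compound's own green fluorescence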;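 further: 0% = beads with excess unlabeled GTP and 100% = no-compound control corrected for plate trend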
Active calls of the source: *; u = inconclusive; x = not tested or not shown.

Order of values – ABCG2 block	Avidin fluor	Rac1 mut GTP	Pf gametocyte	GSH bead fluor	Rab7 wt GTP bind	ABCB1 block	Rac1 wt modul	Cdc42 wt GTP	HRas wt GTP	Rab2 wt GTP
O=C(CCc1ccccc1)NC(NC(=S)Nc1ccc(Cl)cc1)C(Cl)(Cl)Cl (stereo not given)
    0	19	100	x	23	97	-1.2	103	97	99	103
O=C(Cn1cnc2c(cnn2-c2ccccc2Cl)c1=O)N1CCc2ccccc21
    3	7	101	x	14	98	0.4	101	101	101	100
CCC(CC)c1nnc(NC(=O)[C@@H](NC(=O)c2cccc(C)c2)C(C)C)s1
    2	7	100	-25	20	98	1.3	101	99	98	98
O=C(OCc1ccccc1F)c1ccc2c(c1)OCCO2
    56	37	94	x	28	96	0.4	104	100	99	95
COC(=O)C1CCN(C(=O)c2ccccc2NC(C)=O)CC1
    2	10	92	x	36	93	0.4	91	92	92	93
Cc1ccc(C(c2nnnn2CC2CCCO2)N2CCN(c3cccc(C)c3C)CC2)cc1 (stereo not given)
    2	9	95	3	5	92	1.0	98	98	95	94
O=C(NC(=S)Nc1ccccc1N1CCCC1)c1ccc([N+](=O)[O-])cc1
    6	13	97	10	4	99	1.0	104	100	101	97
CN(C)CCC(O)(c1ccccc1)c1ccccc1
    0	13	97	x	13	95	0.0	95	98	97	97
Cc1cccc(-n2c(N)cc(=O)[nH]c2=S)c1
    1	6	99	x	20	97	0.3	103	104	101	103
OCCC1CN(Cc2ccccc2O)CCN1CCc1ccccc1 (stereo not given)
    0	10	13*	8	22	10*	0.1	12*	16*	18*	16*
O=C(Nc1cccc(F)c1)N1CC=C(c2ccc(Cl)cc2)CC1
    1	6	99	-11	32	101	0.2	101	100	101	98
Cn1cnc2c1c(=O)n(Cc1cccc(Br)c1)c(=O)n2C
    12	23	95	8	23	99	1.3	98	98	98	94
O=C(c1ccc2c(c1)N(Cc1cccc(Cl)c1)C(=O)c1ccccc1S2(=O)=O)N1CCN(c2ccccn2)CC1
    9	11	98	-5	10	95	19	102	101	101	101
O=C(c1c[nH]c2ccc(F)cc2c1=O)N1CCCCCC1
    1	22	97	-13	16	98	0.6	104	103	100	100
CCOC(=O)c1cc(CC)sc1N1C(=O)CC(Sc2ncccc2C(=O)O)C1=O (stereo not given)
    9	10	93	12	16	95	1.4	96	93	96	95
CCc1nnc(NC(=O)CCc2ccc(C)o2)s1
    6	8	101	x	42	100	0.1	113	103	101	100
CCN1CCN(c2cc(=O)n(C3CCCCC3)c(=O)[nH]2)CC1
    0	5	99	x	24	97	0.1	102	99	97	98
COc1ccc(-n2c(C(C)(C)C)csc2=Nc2c(C)n(C)n(-c3ccccc3)c2=O)cc1
    0	4	99	-2	5	104	-0.1	102	100	102	100
CN1C(=O)/C(=C/C=C2\SCCN2C)N(C)C1=S
    3	16	97	x	72	99	0.1	97	98	96	97
Cc1ccc2c(c1)c1nnc(SCC(=O)Nc3cccc(Cl)c3C)nc1n2CC(=O)O
    0	15	83	-4	8	89	-0.2	74*	82	82	83
CCC(=O)N(Cc1cc2c(C)cc(C)cc2[nH]c1=O)C1CCCCC1
    3	14	98	x	13	104	0.9	98	101	100	100
COc1ccc2cc[nH]c2c1
    6	9	93	-6	18	94	0.3	101	94	96	99
Cn1c(C(=O)N2CCN(Cc3ccccc3)CC2)cc2c(=O)n(C)c3ccccc3c21
    1	6	98	x	14	95	2.2	99	98	97	96
CCNC(=O)COc1cc(C)c(Br)c(C)c1
    4	9	88	16	14	98	-0.1	93	105	95	100
COc1ccc(NC(=S)N2CCN(C(c3ccccc3)c3ccccc3)CC2)c(OC)c1
    4	8	96	x	23	101	1.3	98	99	96	100
Cc1nn(C)c(Oc2ccc(Cl)cc2)c1C=O
    3	7	102	-5	25	100	1.0	103	102	102	103
Cc1cc(NCc2ccccc2Cl)n2nnnc2n1
    5	4	99	x	29	97	0.6	103	99	100	99
CCOc1ccc(N2CC(C(=O)Nc3cccc(S(=O)(=O)N4CCCCC4)c3)CC2=O)cc1 (stereo not given)
    4	13	94	x	15	105	0.4	100	99	98	100
O=C(NN1C(=O)C2C3C=CC(C3)[C@H]2C1=O)c1cccnc1 (stereo not given in full)
    1	12	100	0	11	101	0.5	106	104	103	101
CCc1c(O)nc(SCC(=O)NC(C)(C)C)n(-c2ccccc2)c1=O
    1	12	95	x	10	95	0.4	97	99	97	96
Cc1nnc(SCc2nnc(-c3ccccc3Br)o2)s1
    3	6	94	-14	10	95	0.3	98	90	96	95
CC(C)N(C(=O)CSc1nn2c(=O)c(C(C)(C)C)nnc2s1)c1ccccc1
    2	31	99	x	22	97	0.8	105	102	100	98
Nc1nc(-c2ccc(Br)s2)c(Br)s1
    8	13	89	x	33	96	0.9	95	97	97	93
CCOc1c2ccc(C(=O)NCc3cc(C(F)(F)F)cc(C(F)(F)F)c3)cc2nn1C
    4	7	100	1	19	95	0.6	102	103	102	102
ClC1(Cl)CC1CSc1nc2ccccc2[nH]1 (stereo not given)
    5	24	u	-19	11	u	0.0	u	u	u	u
Cc1ccc(C(=O)Oc2ccc3c(c2)ncn3C)cc1
    4	37	102	x	21	102	0.6	104	109	102	102
Cc1csc(C2=C(O)CN(CCc3ccccc3)C2=N)n1
    1	35	101	x	20	105	0.0	104	107	103	105
CC(=O)Cc1nsc(NC(=O)c2cccs2)n1
    -2	9	101	x	15	101	-0.6	104	103	101	101
O=C(O)c1c(F)c(F)cc2ccccc12
    2	25	98	15	13	102	0.2	101	99	99	96
CCn1c(COc2ccc3c(c2)CCCC3)nnc1SCC(=O)Nc1nccs1
    8	7	98	x	29	97	-0.5	102	101	99	100
Cc1cc2oc(C(=O)NCc3ccncc3)c(C)c2cc1C
    2	6	95	x	15	98	0.3	93	96	95	98
CCCCCCc1cc2cc(-c3nnc(-c4ccccc4OC)o3)c(=O)oc2cc1O
    38	5	96	-24	248*	102	21	98	95	98	101
Oc1[nH]c2ccccc2c1OCc1ccncc1
    3	17	101	-36	29	99	0.9	104	101	102	101
Cc1ccc(S(=O)(=O)Nc2c(C)ccc3nsnc23)cc1
    8	8	99	1	33	98	2.1	105	102	101	100
O=C(NC1CCCC1)C(c1ccncc1)N(Cc1ccccc1)C(=O)Cc1cccs1 (stereo not given)
    0	7	u	x	25	u	0.5	u	u	u	u
COc1cccc2cc(C(C)N(CCCN3CCOCC3)C(=S)Nc3ccc(C)cc3)oc12 (stereo not given)
    2	11	96	5	14	95	0.8	98	99	97	95
CCn1c(CCCNC(=O)c2cccs2)nc2ccccc21
    -3	7	99	x	24	104	-2.6	102	96	98	98
O=C1CCn2nc(-c3ccc(Cl)cc3)cc2N1
    1	8	96	x	21	99	-1.8	101	98	99	99
Cc1cccc(Nc2nnc(SCC(=O)Nc3ncc(C(F)(F)F)cc3Cl)s2)c1C
    4	5	97	17	15	102	0.9	99	103	99	98
NC(=O)C1CCN(CC(=O)Nc2cc(Cl)ccc2Oc2ccccc2)CC1
    9	15	96	5	7	93	1.4	92	95	95	96

(further entries)
Order of values – ABCG2 block	Avidin fluor	Rac1 mut GTP	Pf gametocyte	GSH bead fluor	Rab7 wt GTP bind	ABCB1 block	Rac1 wt modul	Cdc42 wt GTP	HRas wt GTP	Rab2 wt GTP
Cc1cc(=O)[nH]c(=S)[nH]1
    1	8	100	x	19	98	3.5	100	101	96	97
CC(C)C(NC(=O)c1ccc(Br)cc1)C(=O)NC1=NCCS1 (stereo not given)
    5	4	97	10	13	100	0.8	99	97	99	98
CC1CCN(c2nc3c(c(=O)[nH]c(=O)n3C)n2Cc2ccccc2Cl)CC1
    4	6	97	x	17	98	1.4	101	99	102	99
Cc1ccc(S(=O)(=O)NCC(=O)OCc2csc(-c3ccccc3)n2)cc1
    0	17	101	13	9	95	0.3	102	98	98	95
Clc1ccc(Nc2nc(NCCN3CCOCC3)nc(N3CCOCC3)n2)cc1
    6	19	99	x	25	102	1.0	99	101	101	101
CCOc1cc(N2CCOCC2)c(OCC)cc1NC(=O)CN1CCN(Cc2ccc3c(c2)OCO3)CC1
    1	10	95	-4	15	99	1.1	98	101	100	98
COc1cc(OC)nc(N/N=C(\c2ccccc2)c2ccncc2)n1
    4	3	102	-11	8	99	1.1	103	98	101	99
CCNC(=S)NC1CC2CCC(C1)N2Cc1ccccc1 (stereo not given)
    6	20	101	x	10	101	0.5	106	104	102	100
Cc1c(CN2CCc3c([nH]c4ccccc34)C2C2CCCCC2)cnn1C (stereo not given)
    3	1	94	-7	14	97	0.8	97	98	98	95
O=C(COC(=O)C1(c2ccc(F)cc2)CCCC1)NCc1ccco1
    2	10	96	4	14	103	1.6	99	97	98	100
CCN(CC)C(=O)CN1C(=O)C2(OCC(C)(c3ccccc3)CO2)c2ccccc21 (stereo not given)
    10	12	99	x	16	103	1.4	105	100	100	103
Cc1cc(/C=C2\SC(N)=NC2=O)c(C)n1-c1ccc(F)cc1
    1	9	97	7	33	103	1.1	100	98	99	100
COc1ccccc1NC(=O)CCC(=O)OCc1ccc(Cl)cc1
    -4	22	94	x	12	98	-0.7	95	92	96	96
Cn1c(SCC(=O)NC(=O)c2cccc([N+](=O)[O-])c2)nnc1-c1ccc(F)cc1
    13	9	98	0	7	98	0.4	99	100	98	99
O=C(NO)c1cc(OCC(F)(F)F)ccc1OCC(F)(F)F
    0	39	99	4	13	100	0.0	103	108	102	101
O=C(CSc1nccc(=O)[nH]1)Nc1ccc2c(c1)OCCO2
    14	7	97	6	15	102	0.3	104	101	99	100
CC1CC(C)CN(S(=O)(=O)c2ccc(C(=O)N3CCN(c4ccccc4)CC3)cc2)C1 (stereo not given)
    3	9	99	8	10	106	1.1	102	102	103	102
COc1ccc(S(=O)(=O)N2CCCCC2C(=O)O)cc1OC (stereo not given)
    1	11	102	x	23	100	0.3	103	104	104	106
